N-glyco inh: increase of ERlucT glycosylation luciferase signal, primary screen, N-linked glycosylation inhibitor project, D54 ERlucT cells, luminescence, set 2; D54 ERlucT glycosylation luciferase reporter, 24 h; percent of 100 nM tunicamycin response; reporter increase, % at 12.5 µM; 360,000 tested, 0.23% active; AID 588692, 2011;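 active = mean luciferase reporter signal, scaled so untreated is 0 and the glycosylation-blocking control 100, at or above a set limit in every replicate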;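 also: luciferase carries N-glycosylation sites so blocking glycosylation raises the light; 0% = median of neutral control wells and 100% = median of 100 nM tunicamycin wells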
ABCB6 inh MLPCN: ABCB6 transporter inhibitors, primary screen, K562-ABCB6 cells, flow cytometry, MLPCN library; ATP-binding cassette sub-family B member 6 (Homo sapiens), Q9NP58; K562-ABCB6 porphyrin accumulation, 1 h; stronger effect = lower value; fluorescence ratio to DMSO, % at 10 µM; 360,000 tested, 0.19% active; AID 602162, 2011;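 active = fluorescence ratio to DMSO below 75%, the collection mean minus 3 SD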;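 also: signal is porphyrin accumulated inside mitochondria; 100% equals median channel fluorescence of DMSO control wells; lower ratio means ABCB6 inhibition with less porphyrin fluorescence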
Granule exo inh: LAMP-1 surface exposure blockers, TALL-104 cells – cell-based, flow cytometry, MLPCN library, primary screen. 360,000 tested, 0.66% active. TALL-104 LAMP-1 surface exposure; cells stimulated with thapsigargin and PMA. inhibition, % at 10 µM. AID 651702, 2012;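 active = inhibition above about 55%, limit read from the data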
MC4R antagonist: MC4R antagonists of cAMP signaling, primary screen, cell-based, TR-FRET, antagonist arm of biased-ligand search; Melanocortin receptor 4 (Homo sapiens), P32245; MC4R-expressing cells, MTII-stimulated cAMP, LANCE TR-FRET; inhibition, % at 6.5 µM; 360,000 tested, 0.48% active;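 active = inhibition above its plate's cutoff, the mean of tested wells on that plate plus 3 SD, cut at about 29% in these data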;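 also: 0% = Melanotan II alone and 100% = Melanotan II plus saturating MCL0020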
Target sequence (P32245 whole entry, looked up): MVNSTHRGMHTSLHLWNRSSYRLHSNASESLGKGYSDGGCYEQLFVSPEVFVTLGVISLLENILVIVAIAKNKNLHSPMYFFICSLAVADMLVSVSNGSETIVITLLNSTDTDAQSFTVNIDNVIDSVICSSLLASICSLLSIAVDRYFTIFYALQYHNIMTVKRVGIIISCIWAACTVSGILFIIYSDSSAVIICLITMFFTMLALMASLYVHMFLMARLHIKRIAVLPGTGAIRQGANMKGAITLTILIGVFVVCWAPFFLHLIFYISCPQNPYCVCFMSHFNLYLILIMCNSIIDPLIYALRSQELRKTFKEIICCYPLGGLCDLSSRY
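Material – human MC4R-expressing U2OS cells · Repeats – no replicates · Detection – TR-FRET with Eu-cAMP and labeled anti-cAMP, 671 nm · Times – compound 30 min, challenge 1 h, detection 1 h · Compound – single nominal compound dose of 6.5 µM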
CaV13 ICDI inh: Primary screen for inhibitors of IQ motif and Ca2+-dependent inactivation inhibitor domain binding in CACNA1D, Förster resonance energy transfer in living cells, …; HEK cells, CFP/YFP FRET ICDI-IQ, plate reader, 10 min; percent FRET-ratio fall versus neutral wells; inhibition, % at 12.3 µM; 340,000 tested, 0.098% active;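 active = mean replicate inhibition of at least 30% and at least 1% of replicates passing that level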;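 also: 0% = median of the neutral control wells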
PDI inh: inhibitors of human PDI, primary screen, biochemical, turbidity, single point, plate reader. Protein disulfide-isomerase (Homo sapiens), P07237. PDI insulin aggregation turbidity, A650, 90 min. inhibition, % at 10 µM. 350,000 tested, 0.052% active. AID 588391, 2011;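 active = mean inhibition across replicates of 30% or more, whatever share of single replicates reach that level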;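 also: absorbance from insulin aggregation driven by PDI reduction with DTT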
Target sequence (P07237 whole entry, looked up): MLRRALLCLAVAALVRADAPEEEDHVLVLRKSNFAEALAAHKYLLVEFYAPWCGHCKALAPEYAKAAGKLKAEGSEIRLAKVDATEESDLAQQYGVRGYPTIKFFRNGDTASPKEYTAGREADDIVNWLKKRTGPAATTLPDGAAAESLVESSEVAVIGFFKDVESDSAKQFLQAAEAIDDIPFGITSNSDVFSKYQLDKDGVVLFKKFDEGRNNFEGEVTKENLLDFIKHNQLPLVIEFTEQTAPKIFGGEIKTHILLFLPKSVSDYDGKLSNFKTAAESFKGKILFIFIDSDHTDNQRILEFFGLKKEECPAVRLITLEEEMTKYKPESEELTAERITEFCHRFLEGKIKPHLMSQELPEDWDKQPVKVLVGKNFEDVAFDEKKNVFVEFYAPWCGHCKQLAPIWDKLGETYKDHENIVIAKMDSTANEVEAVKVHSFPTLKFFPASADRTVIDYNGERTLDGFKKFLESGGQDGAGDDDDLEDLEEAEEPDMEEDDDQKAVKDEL
ABHD5 PLIN5 PPI: ABHD5-PLIN5 interaction inhibitors, primary screen, cell lysate, split luciferase complementation, luminescence; Perilipin-5 (Homo sapiens) + 1-acylglycerol-3-phosphate O-acyltransferase ABHD5 (Homo …; Split G. princeps luciferase complementation, 4 h; inhibition, % at 4 µM; 360,000 tested, 0.78% active;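 active = inhibition above the mean inhibition across every tested compound plus 3 SD, cut at about 22% in these data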;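 also: 0% = DMSO only wells and the 100% control is not disclosed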
HTR2A ag: mouse Htr2a agonists via beta-arrestin recruitment, primary screen, cell-based, luminescence; CHO-K1 mHTR2A beta-arrestin complementation; percent of 30 µM serotonin response; activation, % at 7.6 µM; 360,000 tested, 0.66% active; AID 624169, 2012;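 active = activation above a run cutoff, the mean activation of all tested compounds plus 3 SD, cut at about 14% in these data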;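 also: 0% = plate median of compound wells and 100% = 30 µM serotonin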
MC4R ag barr: MC4R agonists recruiting beta-arrestin, primary screen, cell-based, luminescence, agonist arm of biased-ligand search; AID 540308, 2011; activation, % at 8.9 µM; Melanocortin receptor 4 (Homo sapiens), P32245; 360,000 tested, 0.98% active; U2OS MC4R beta-arrestin complementation; percent of melanotan II response, DMSO zero;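 active = activation above a per-plate cutoff, the mean activation of sample wells on that plate plus 3 SD, cut at about 8% in these data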
H9c2 protect: cardioprotection against H2O2-induced cell death, primary screen, uHTS, H9c2 cells, ATPLite luminescence; H9c2 cardiomyocytes, H2O2 injury protection, 2 h; protection from H2O2 cell death, % at 20 µM; 360,000 tested, 0.63% active; AID 588492, 2011;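 active = compounds giving at least 50% protection of heart cells from peroxide-induced death in the single-dose screen, raw or plate-pattern-corrected value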;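 also: 0% = DMSO wells with peroxide and 100% = DMSO wells without peroxide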
Numbers without * were called inactive; nt = not tested or not shown.

SMILES	N-glyco inh	ABCB6 inh MLPCN	Granule exo inh	MC4R antagonist	CaV13 ICDI inh	PDI inh	ABHD5 PLIN5 PPI	HTR2A ag	MC4R ag barr	H9c2 protect
CC(Sc1nnc(-c2ccc(C(C)(C)C)cc2)n1C)C(N)=O (centres undefined)	-1	88	-1	-7	nt	0	-3	3	1.6	10
CCOc1cc(C(=S)N2CCCC2)ccc1OCC(=O)Nc1c(C)cc(C)cc1C	0	nt	-4	7	nt	9	-4	3	-0.8	11
Brc1c(CSc2nncn2-c2ccccc2)nc2ncccn12	0	90	6	-1	-5	-19	7	4	1.5	6
COc1ccc(C(CNC(=O)c2cccc(NS(=O)(=O)c3ccc(Br)cc3)c2)N(C)C)cc1 (centres undefined)	-4	100	12	-2	nt	0	-1	-5	-2.1	-1
COc1ccc(/C=C/C(=O)NC(=S)NNC(=O)c2cccnc2)cc1	4	99	2	5	-5	2	-2	-8	-0.3	6
CCCNC(=O)NC(=O)CSc1nc2ccccc2n1CC(C)C	-1	97	2	7	-7	4	9	12	2.0	3
O=S1(=O)CC(N2CCCCC2)CN1CCc1ccccc1 (centres undefined)	2	100	9	nt	-7	nt	0	4	nt	2
O=C(Cn1cc(C(F)(F)F)ccc1=O)N1CCN(S(=O)(=O)c2ccccc2)CC1	3	95	0	-1	nt	9	-1	0	-1.5	-1
N#Cc1c(-c2ccccc2)ccnc1N1CCOCC1	-1	101	0	8	-19	-7	-1	-7	-2.2	2
O=C(COC(=O)CCc1ccc(S(=O)(=O)N2CCOCC2)cc1)Nc1ccc(Cl)cn1	2	96	-2	3	-3	-5	-2	12	-0.4	4
COc1cc(/C=C2\SC(=O)NC2=O)ccc1OCC(=O)N1CCOCC1	0	103	40	-17	-6	-1	5	6	-1.5	-4
O=C1C2C3c4ccccc4C(c4ccccc43)C2C(=O)N1Cc1ccccn1 (centres undefined)	-1	90	-10	11	-10	0	2	-1	-0.5	-1
Cc1nn(S(=O)(=O)N2CCOCC2)c(C)c1Br	1	98	-2	-5	-5	10	1	2	-2.8	8
O=C(COc1ccc(Br)cc1)NCCNC(=O)c1cccnc1	1	102	-16	5	nt	-9	-8	-4	-1.9	2
CSCCCNC(=S)Nc1ccc(N2CCOCC2)cc1	0	95	0	4	-7	3	11	-2	-1.4	-8
COc1cccc(CC(=O)OCc2csc(CC(=O)Nc3ccccc3C)n2)c1	2	95	7	0	-6	-2	0	8	-3.4	2
CC1CCN(Cc2nc3c(c(=O)n(C)c(=O)n3C)n2CCCc2ccccc2)CC1	-1	93	0	-3	-5	0	-2	0	-1.4	56*
CS(=O)(=O)Nc1cccc(-c2ccc3nncn3c2)c1	4	102	-3	-14	-4	-5	-6	0	-1.4	-1
C=CCn1c(-c2c(C)nc3cc(C)ccn23)n[nH]c1=S	-1	96	-3	8	-5	-21	5	3	-2.1	-9
COC(=O)[C@]12CCCCC=C1N(Cc1ccco1)C(=O)[C@H](CC(=O)NCCc1ccccc1OC)C2	nt	106	-7	nt	-5	nt	22	5	nt	nt

Ten of the compounds above, bar-delimited.
Structure | N-glyco inh | ABCB6 inh MLPCN | Granule exo inh | MC4R antagonist | CaV13 ICDI inh | PDI inh | ABHD5 PLIN5 PPI | HTR2A ag | MC4R ag barr | H9c2 protect
N#Cc1c(-c2ccccc2)ccnc1N1CCOCC1 | -1 | 101 | 0 | 8 | -19 | -7 | -1 | -7 | -2.2 | 2
O=C(COC(=O)CCc1ccc(S(=O)(=O)N2CCOCC2)cc1)Nc1ccc(Cl)cn1 | 2 | 96 | -2 | 3 | -3 | -5 | -2 | 12 | -0.4 | 4
COc1cc(/C=C2\SC(=O)NC2=O)ccc1OCC(=O)N1CCOCC1 | 0 | 103 | 40 | -17 | -6 | -1 | 5 | 6 | -1.5 | -4
O=C1C2C3c4ccccc4C(c4ccccc43)C2C(=O)N1Cc1ccccn1 (centres undefined) | -1 | 90 | -10 | 11 | -10 | 0 | 2 | -1 | -0.5 | -1
Cc1nn(S(=O)(=O)N2CCOCC2)c(C)c1Br | 1 | 98 | -2 | -5 | -5 | 10 | 1 | 2 | -2.8 | 8
O=C(COc1ccc(Br)cc1)NCCNC(=O)c1cccnc1 | 1 | 102 | -16 | 5 | nt | -9 | -8 | -4 | -1.9 | 2
CSCCCNC(=S)Nc1ccc(N2CCOCC2)cc1 | 0 | 95 | 0 | 4 | -7 | 3 | 11 | -2 | -1.4 | -8
COc1cccc(CC(=O)OCc2csc(CC(=O)Nc3ccccc3C)n2)c1 | 2 | 95 | 7 | 0 | -6 | -2 | 0 | 8 | -3.4 | 2
CC1CCN(Cc2nc3c(c(=O)n(C)c(=O)n3C)n2CCCc2ccccc2)CC1 | -1 | 93 | 0 | -3 | -5 | 0 | -2 | 0 | -1.4 | 56*
CS(=O)(=O)Nc1cccc(-c2ccc3nncn3c2)c1 | 4 | 102 | -3 | -14 | -4 | -5 | -6 | 0 | -1.4 | -1

(further entries)
SMILES	N-glyco inh	ABCB6 inh MLPCN	Granule exo inh	MC4R antagonist	CaV13 ICDI inh	PDI inh	ABHD5 PLIN5 PPI	HTR2A ag	MC4R ag barr	H9c2 protect
COc1ccc(CCNC(=O)c2ccc(CNS(=O)(=O)c3cccc(Cl)c3)cc2)cc1OC	1	107	-2	16	-15	2	5	-1	-2.3	-3
O=C(Cc1nn[nH]n1)Nc1cc(Cl)cc(Cl)c1	1	100	0	17	-19	-7	8	-5	1.1	-2
COc1ccccc1-n1c2nc3ccccc3nc2c2c(=O)n(-c3cc(C)cc(C)c3)cnc21	-10	102	4	-5	-6	-16	1	1	-0.5	-7
Cc1ccc(N2CC(C(=O)OCC(=O)c3ccc([N+](=O)[O-])cc3)CC2=O)cc1 (centres undefined)	-2	105	15	2	-4	8	-3	5	0.9	5
Cc1cccc(OCC(=O)NC(=S)N2CCCc3ccccc32)c1	-1	102	-2	3	-7	8	-7	-8	-0.5	-4
CC(C)Oc1ccc(C(=O)/C=C2/C(=O)Nc3ccccc32)cc1	19	96	3	-5	-3	2	62*	0	0.7	-16
OCCN(/C=N/c1nc(-c2ccc(Br)cc2)cs1)CCO	1	95	2	0	-7	-3	-3	-1	-1.4	-2
COC(=O)c1sc(Nc2ccccc2)nc1C	-2	99	3	-2	-9	-2	-1	2	-0.7	-6
CN1CCN(c2oc(-c3ccccc3)nc2S(=O)(=O)c2ccccc2)CC1	2	96	-1	9	-6	-3	6	9	-0.6	1
Cc1ccc(Cl)c(NC(=O)COC(=O)c2ccccc2C(=O)c2ccc(Cl)c([N+](=O)[O-])c2)c1Cl	3	99	10	2	-4	-5	6	2	0.7	-12
COc1ccc(C(=O)O)cc1S(=O)(=O)Nc1cccc(C)c1	2	88	-2	-2	-8	1	2	-3	-1.8	9
COc1cccc(C(=O)NCCSc2c(C)[nH]c3ccccc23)c1OC	0	100	-1	5	-4	4	0	11	-2.2	-4
Brc1cccc(C2CC(c3ccccc3)n3nnnc3N2)c1 (centres undefined)	0	99	-9	10	-4	3	3	3	-0.8	-2
O=C(NCc1ccco1)C(C(=O)c1ccccc1)n1ccccc1=O (centres undefined)	5	100	7	5	-5	0	8	1	0.0	12
CN(C)S(=O)(=O)c1ccc(C(=O)Oc2cc(=O)[nH]c3ccccc23)cc1	2	92	2	8	nt	6	-5	-2	-1.3	7
COc1ccc(-c2ccc(SCC(=O)c3cccs3)nn2)cc1OC	0	96	-2	3	-2	-6	2	3	-1.5	18
CC(/C=N/Nc1nncc(=O)[nH]1)=C\c1ccccc1	1	99	2	0	-6	-1	1	-2	0.1	1
CCOC(=O)Cc1csc(NC(=O)/C=C\c2ccccc2Cl)n1	-6	100	4	20	-3	-4	-6	0	4.7	-15
Cc1ccc(CSc2nnc(-c3ccccn3)n2Cc2cccs2)cc1	9	100	-1	-2	-9	4	-8	-4	3.9	-10
O=C1CCN(S(=O)(=O)c2ccccc2)CCN1CCOCc1cccc(F)c1	0	99	4	5	-10	-3	-9	-7	-1.9	2
COc1cc2c(cc1OC)CN(C(=O)/C=C/c1cccs1)CC2	17	93	23	-11	-19	12	1	1	-0.1	2
Cc1csc(NC(=O)CSc2ncnc3c2cnn3-c2ccccc2Cl)n1	-9	97	-4	11	nt	-2	-2	4	-2.4	-12
O=C(NCc1cccc(Cl)c1)c1ccc(-n2cncn2)c2ccoc12	0	94	-8	8	-7	1	-1	-1	-0.1	1
COCCCNC(=O)CN(C1CCCCC1)S(=O)(=O)c1ccc(C)cc1	0	89	11	8	-9	0	-2	2	-0.5	2
CCOCCCN(C(=O)Cn1nnc(-c2ccc(C)o2)n1)C(C(=O)NC1CCCC1)c1ccco1 (centres undefined)	2	103	10	2	-4	-8	4	-1	0.3	2
COc1ccc(C(=O)Nc2ncc3c(n2)CC(C)CC3=O)cc1 (centres undefined)	3	97	-3	0	-7	3	6	4	-3.2	3
CCC(C)NC(=O)CC1Oc2ccc(Cl)cc2NC1=O (centres undefined)	0	99	-2	-6	-2	nt	-3	4	1.1	7
Nc1nc2ccccc2n1CCOc1ccc(Cl)cc1	1	90	6	-6	-5	8	-2	-7	0.6	-10
CCc1ccc(C2CC(c3ccccc3)Nc3nc(N)nn32)cc1 (centres undefined)	0	97	-4	-4	-2	nt	6	0	5.1	-16
Cc1ccc(S(=O)(=O)CCC(=O)OCc2ccc(S(=O)(=O)C(C)C)cc2)cc1	1	99	-7	-1	-1	0	-2	2	-3.0	-6
COc1cccc(C(=O)Oc2ccc3c(C)cc(=O)oc3c2C(C)=O)c1	0	102	4	14	-3	-3	11	0	3.2	5
CCOC(=O)[C@]12CCCC=C1N(Cc1ccc(Cl)cc1Cl)C(=O)[C@H](CC(=O)NCC1CCCCC1)C2	nt	95	7	nt	-2	nt	-2	4	nt	nt
O=C(COc1ccc2ccccc2c1)NNC(=O)Nc1ccc(F)cc1F	2	97	-8	-2	nt	-8	-4	5	-1.2	5

Assay outcomes deposited in PubChem by several laboratories.
